Screens as filed in PubChem BioAssay.
S3 lipid droplet – qHTS Assay for Lipid Storage Modulators in Drosophila S3 Cells; AID 2685, 2010; Drosophila S3 cells, BODIPY lipid droplet fluorescence, 18-24 h; cells fed with added oleic acid; lipid storage change, negative = inhibition, % at the top dose, mostly 46.1 µM; hits show Potency in µM; hit rate 0.64% among 320,000; active means well fitted inhibition curve with a large enough effect in the signal ratio, with a control signal flat, not every such curve was filed as active; inconclusive means small, poorly fitted or top-dose-only effect, or effect the other way, or a change in a side signal; the % refers to the signal ratio
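Laser-scanning cytometry quantifies lipid droplet accumulation (500–530 nm total intensity; droplet/cell object ratio) in oleic acid-fed (400 uM added) Drosophila S3 cells treated with a concentration series. 20 uM Triacsin C defined 100% inhibition.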
S3 lipid droplet cell count max – second read-out of S3 lipid droplet, no call of its own (marks repeat the call); cell number change, %; measured here: cell count max response;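 cells counted by Cell Tracker Red CMTPX staining in the red channel; peak over a dose series mostly up to 46.1 µM; percent activity relative to internal control wells on each plate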
* hit, by the source's call; i = inactive; ? = inconclusive; / = no result given; [ ] = dose if it differs, or a comment. On the % scale 0 is the no-effect control and ±100 the full control effect; potency means the concentration at half of the fitted maximal effect. These rows are one share of the data; count on the stated rates, not on these rows.

Preview:
S3 lipid droplet | S3 lipid droplet cell count max | compound
? | / | Fc1ccc(C2CC(c3ccco3)=NN2c2ccccc2)cc1 (stereo unspecified)
? | / | O=S(=O)(c1ccc(OCC(O)CNC23CC4CC(CC(C4)C2)C3)c(Cl)c1)N1CCOCC1 (stereo unspecified)
? | / | O=C(Nc1ccnn1C1CCN(C(=O)c2cc(Cl)ccc2F)CC1)C1CCOC1 (stereo unspecified)
-2.9% | -7.5 | CC1CCCN(C(=O)c2cc3c(-c4ccc(Cl)cc4)nn(C)c3s2)C1 (stereo unspecified)
-17.1% | -18.0 | COc1ccc(CN2CCOCCOCCOCCOCC2)cc1

This part in full, from the start:
S3 lipid droplet | S3 lipid droplet cell count max | compound
? | / | Fc1ccc(C2CC(c3ccco3)=NN2c2ccccc2)cc1 (stereo unspecified)
? | / | O=S(=O)(c1ccc(OCC(O)CNC23CC4CC(CC(C4)C2)C3)c(Cl)c1)N1CCOCC1 (stereo unspecified)
? | / | O=C(Nc1ccnn1C1CCN(C(=O)c2cc(Cl)ccc2F)CC1)C1CCOC1 (stereo unspecified)
-2.9% | -7.5 | CC1CCCN(C(=O)c2cc3c(-c4ccc(Cl)cc4)nn(C)c3s2)C1 (stereo unspecified)
-17.1% | -18.0 | COc1ccc(CN2CCOCCOCCOCCOCC2)cc1
-8.5% | -1.7 | CC(C)CCN1CCN(Cc2cn[nH]c2C2CCCCC2)CC1CCO (stereo unspecified)
-2.8% | -0.9 | CC1CCN(C(=O)Oc2ccccc2)CC1
1.1% | 5.9 | CSc1nnc(-c2ccc(C(F)(F)F)nc2C)o1
3.9% | -14.7 | Oc1ccc2oc3c(c2c1)CCCC3
? | / | O=C(c1ccc(Cl)cc1)C1C2C(=O)N(c3ccccc3)C(=O)C2C2CCCN21 (stereo unspecified)
1.1% | 1.5 | OCCC1CN(C2CSCCSC2)CCN1Cc1ccccc1 (stereo unspecified)
-5.7% | 2.6 | O=C(O)CSCC(=O)N1CCN(c2ncnc3scc(-c4ccccc4)c23)CC1
-7.6% | / | CC(=O)OC(C(=O)N1CCN(c2ccccc2F)CC1)c1ccccc1 (stereo unspecified)
18.3%[9.22 µM] | 2.3 | CS(=O)(=O)c1cccc(NC(=O)C2CC2)c1
? | / | O=C(Nc1nnc(Cc2ccccc2)s1)c1cnccn1
6.5% | -2.0 | CC1(C)CC(=O)C=C(NNC(=O)C2CCCCC2)C1
? | / | CC(C)N(C(=O)C(=O)c1cccn1-c1ccccc1C#N)C(C)C
-1.6% | -14.9 | CN(C)S(=O)(=O)c1ccc(N2CCCC2)c(C(=O)Nc2cccc(F)c2)c1
? | / | O=C1CCCc2ccccc2N1Cc1ccccc1
6.7% | 2.7 | Cc1cc(N)n2nc(C(F)(F)F)nc2n1
i | -3.6 | Cc1c(C(=O)NCc2ccc(F)cc2)oc2ccc(S(=O)(=O)N3CCOCC3)cc12
? | / | CCc1nnc(NC(=O)c2cc(S(=O)(=O)N3CCN(c4ccccc4)CC3)ccc2Cl)s1
13.6% | 9.7 | Cc1cccc(NC(=O)CSc2n[nH]c(-c3ccncc3)n2)c1C
? | / | CC(C)CNC(=O)CSc1ccc(S(=O)(=O)N(C)C2CCCCC2)cn1
-7.8% | 16.4 | Cc1ccccc1NC(=O)C1COc2ccccc2O1 (stereo unspecified)
? | / | COC(=O)c1ccc(OCC(O)CN(CCO)CCO)cc1 (stereo unspecified)
i | -10.3 | O=C(Nc1ccc([N+](=O)[O-])cc1)c1cc(Cl)sc1Cl
? | / | Cc1noc(C)c1CSc1ccccc1C(=O)N(C)CC(=O)Nc1cccc(F)c1
27.8% | 6.1 | Cc1nc2c(c(C)nn2-c2ccccc2)c(C)c1Cl
i | -21.4 | Cc1c(C(=O)NCc2ccc3c(c2)OCO3)oc2ccc(S(=O)(=O)N3CCCC3)cc12
? | / | CCCCOc1ccccc1NC(=O)c1ccc(=O)[nH]c1
? | / | CC(C)C/C=C1\CCc2c([nH]c3ccccc23)C1=O
? | / | O=C1/C(=C/c2cccc(F)c2)Oc2cc(O)ccc21
? | / | COc1ccc(C2CC(c3ccc(OC)c(OC)c3)=NN2C(=O)c2ccccc2)cc1 (stereo unspecified)
? | / | CCOC(=O)NC(=O)c1cn(Nc2ncc(Cl)cc2C(F)(F)F)c(=O)[nH]c1=O
11.1% | -18.7 | CC1(CCc2ccccc2)NC(=O)N(CC(=O)Nc2ccccc2C#N)C1=O (stereo unspecified)
? | / | O=C(/C=C/c1ccccc1)N1CCN(S(=O)(=O)c2ccc(F)cc2)CC1
? | / | CCO[C@H]1OC(C(=O)N2CCN(Cc3ccc4c(c3)OCO4)CC2)=C[C@@H](C(C)(C)C)[C@@H]1CCCO
19.2% | -11.5 | Cc1noc2ncnc(Oc3ccc4ccccc4c3)c12
8.4% | 16.1 | FC(F)(F)c1cccc(-c2ccn3ncnc3n2)c1
-6.9% | -22.8 | O=C(NC12CC3CC(CC(C3)C1)C2)c1ccc(Br)o1
? | / | O=C1CC(N2CCN(c3ccc(O)cc3)CC2)C(=O)N1Cc1cccs1 (stereo unspecified)
? | / | CCOc1ccc(C(=O)c2cnc3ccccc3c2N2CCN(CC)CC2)cc1
-3.4% | 16.0 | CC(C)NC(=O)C1CCCN(S(=O)(=O)c2cccs2)C1 (stereo unspecified)
10.7% | 13.2 | N#Cc1ccccc1NC(=O)COc1ccc2c(c1)OCO2
? | / | CSc1nc2ccccc2c(=O)n1C1CCCCC1
? | / | CC1CCN(S(=O)(=O)c2ccc(NC(=O)Cn3nnc(-c4ccccc4)n3)cc2)CC1
? | / | Cc1ccc(C(=O)Cn2c(C(=O)OCCO)cc3ccccc32)cc1
? | / | Cc1ccc(NC(=O)CS(=O)CC(=O)Nc2ccc3c(c2)OCO3)cc1Cl (stereo unspecified)
? | / | CN1CCN(S(=O)(=O)c2ccc(Sc3nc4ccccc4[nH]3)c3nsnc23)CC1
i | -3.0 | COc1ccc(CNC(=O)CCS(=O)(=O)c2ccc3c(c2)CC(C)N3C(=O)C2CC2)cc1 (stereo unspecified)
? | / | O=S(=O)(c1ccc(F)cc1)N1CCC(N2CCCC2)CC1
? | / | O=C(N/N=C/c1cc(Cl)cc([N+](=O)[O-])c1O)C(O)(c1ccccc1)c1ccccc1
22.9% | 24.3 | Cc1c(-c2ccccc2)[nH]n2c(=O)c3c(nc12)CCCC3
6.6% | 5.2 | COc1ccc(Oc2ncnc3c2oc2ccc(Br)cc23)cc1
i | / | Cc1cc(C)n(CCCNC(=O)c2ccc(C)c(S(=O)(=O)N3CCOCC3)c2)n1
? | / | CCOC(=O)c1c(C2COc3ccccc3O2)csc1NC(=O)c1ccccc1 (stereo unspecified)
25.9µM* | -5.4* | CCN(CC)CCCNC(=O)c1[nH]c(C)c(C(=O)NC2CCCCC2)c1C
? | / | COc1ccccc1CC(=O)Nc1ccc2c(c1)C(=O)NC2=O
? | / | CC(C)(C)N1CCC1CN (stereo unspecified)

Continuation.
S3 lipid droplet | S3 lipid droplet cell count max | compound
? | / | COc1ccc(-n2c(C)cc(/C=C3\C(=O)NN(c4ccccc4)C3=O)c2C)cc1
8.0% | -1.6 | COc1ccccc1C(=O)NC(=O)COC(=O)CN1C(=O)NC2(CCCCC2C)C1=O (stereo unspecified)
12.3% | 11.8 | CC(=O)OC/C=C(\C)CCC=C(C)C
? | / | COC(=O)c1ccc(Cn2nc(C)c([N+](=O)[O-])c2C)o1
? | / | O=C(CSc1nnc(-c2cccc(F)c2)o1)N1CCOCC1
7.1% | 9.9 | Cn1c(=O)[nH]c(=O)c2c1nc(N1CCCCCC1)n2CCSc1nc2ccccc2o1
? | / | O=C(COC(=O)/C=C/c1ccccc1Cl)NCc1ccco1
? | / | COc1ccc(-c2nnc(Nc3nc4c(OC)cccc4s3)o2)c(OC)c1
0.4% | 9.8 | COc1ccc(CN2C(=O)CS/C2=N/N=C/c2cccs2)cc1
? | / | CN1/C(=N\O)c2cccc3cccc1c23
? | / | O=C(NCc1ccccc1)c1onc(CSc2ccc(Cl)cc2)c1C(=O)NCc1ccccc1
-0.1% | 0.1 | COc1ccc(CCNS(=O)(=O)c2ccc(C3CNC(=O)C3)cc2)cc1OC (stereo unspecified)
12.1% | 6.4 | OCCN1CCN(C(=S)Nc2ccc(Oc3ccccc3)cc2)CC1
? | / | C/C(=N\N=C(/N)SC1CC(=O)N(c2ccc(Cl)cc2)C1=O)c1cccs1 (stereo unspecified)
? | / | Cc1c(NS(=O)(=O)c2ccccc2F)c(=O)n(-c2ccccc2)n1C
i | 4.1 | Cc1ccc(N2CC(C(=O)NCc3cccnc3)CC2=O)cc1 (stereo unspecified)
? | / | COc1ccc(NC(=O)c2ccco2)cc1NC(=O)COc1ccccc1
i | / | CC(CCc1ccccc1)NC(=O)c1cc2sccc2n1C (stereo unspecified)
6.8% | 6.4 | COc1ccc(C(=O)N/N=C/c2ccc(OC(=O)c3cccs3)cc2)cc1
? | / | Cc1ccc(C(=O)/C=C\C(=O)c2ccc(C)cc2)cc1
? | / | OCC[C@@H]1C[C@@H](O)[C@H](O)[C@@]2(OCCc3ccccc32)O1
14.8% | 16.9 | COc1ccc(Nc2nc(N)c([N+](=O)[O-])c(N3CCN(C)CC3)n2)cc1
? | / | CCOC(=O)N1CCC(N2Cc3cccc(C(=O)NCc4ccccn4)c3C2=O)CC1
? | / | COC(=O)C1C(O)=C(C=NCC(C)N=CC2=C(O)C(C(=O)OC)C(C)(C)CC2=O)C(=O)CC1(C)C (stereo unspecified)
24.8% | 10.2 | O=[N+]([O-])c1cccc(OCCN2CCC(Cc3ccccc3)CC2)c1
? | / | COc1ccc(-n2nnnc2-c2cccnc2)cc1
? | / | CCN(C(=O)COC(=O)c1ccccc1Cc1ccccc1)C1CCS(=O)(=O)C1 (stereo unspecified)
? | / | O=C(Nc1nc(-c2ccc(S(=O)(=O)N3CCCC3)cc2)cs1)c1cccs1
? | / | Cc1ccccc1NC(=O)OCCN1CCN(Cc2ccccc2)CCC1=O
-6.5% | -10.5 | CS(=O)(=O)c1ccc(S(=O)(=O)N2CCC(CO)(CCCc3ccccc3)CC2)cc1
-3.6% | / | CNC(=O)NNC(=O)c1nc(-c2ccccc2)c(C)o1
? | / | N#Cc1c(N)nc2c3c(sc(=N)c2c1N)NC(=O)CC3c1c(F)cccc1Cl (stereo unspecified)
? | / | COc1ccc2nc(NC(=O)C3COc4ccccc4O3)sc2c1 (stereo unspecified)
? | / | COC(=O)C1CCN(C(=O)COC(=O)CC(NC(N)=O)c2ccc(Cl)cc2)CC1 (stereo unspecified)
? | / | O=C(NCc1nnnn1-c1ccc(F)c(F)c1)c1ccc2c(c1)OCO2
3.8% | 2.0 | CN(C)c1nc2c(c(=O)[nH]c(=O)n2C)n1CCCc1ccccc1
? | / | CCC(=O)Oc1ccc(C(=O)Nc2cccc(C(=O)NC(C)(C)C)c2)cc1
? | / | CC1(C)CC(NC(=O)c2ccccn2)CC(C)(C)N1O
? | / | COc1ccc(CCC(C(O)C(F)(F)F)S(=O)c2ccccc2)cc1 (stereo unspecified)
? | / | Cc1cc(C)c(C)c(OCCCOc2cccc3cccnc23)c1

Of the compounds above, four have a cyano group.
S3 lipid droplet | S3 lipid droplet cell count max | compound
? | / | CC(C)N(C(=O)C(=O)c1cccn1-c1ccccc1C#N)C(C)C
11.1% | -18.7 | CC1(CCc2ccccc2)NC(=O)N(CC(=O)Nc2ccccc2C#N)C1=O (stereo unspecified)
10.7% | 13.2 | N#Cc1ccccc1NC(=O)COc1ccc2c(c1)OCO2
? | / | N#Cc1c(N)nc2c3c(sc(=N)c2c1N)NC(=O)CC3c1c(F)cccc1Cl (stereo unspecified)

Continuation.
S3 lipid droplet | S3 lipid droplet cell count max | compound
? | / | O=C(NCC(=O)N1CCN(Cc2ccccc2)CC1)c1ccc(Br)cc1
? | / | Cc1ccc(C2C(/C=C3/SC(=S)NC3=O)=C(c3cccs3)Oc3ccccc32)cc1 (stereo unspecified)
-24.2% | / | COCCc1nn2c(=O)cc(COC(=O)c3cc(OC)c(OC)c(OC)c3)nc2s1
i | 3.0 | O=C1NC(=O)c2cc(NC(=O)C3CCCCC3)ccc21
? | / | COc1ccccc1-c1nnc(SCC(=O)Nc2cc(C)on2)o1
? | / | COc1ccc(NC(=O)c2cc(CC(C)C)nc3ccccc23)cc1
? | / | Cc1ccccc1OCCCCn1c(CO)nc2ccccc21
? | / | COc1ccccc1NC(=O)c1cc(C(=O)Nc2ccccc2OC)cc(N2C(=O)CCC2=O)c1
-14.2% | 4.4 | Cc1nn(C)cc1/C=N/NC(=O)Cn1nnc(N)n1
? | / | CN1CCN(C(=O)CCN2C(=O)S/C(=C/c3ccc(Cl)cc3)C2=O)CC1
? | / | COCCNC(=O)/C(C#N)=C/c1c(N2CC(C)OC(C)C2)nc2ccccn2c1=O (stereo unspecified)
? | / | Clc1ccc(-c2nnc3c4ccccc4nc(N4CCOCC4)n23)cc1Cl
9.2% | 0.6 | CCOC(=O)c1cn2nc(N3CCCCC3)ccc2n1
-6.7% | -9.2 | Cc1nnc(NC(=O)NCN2C(=O)C3C4C=CC(C4)C3C2=O)s1 (stereo unspecified)

Profiles, looked up by structure:
O=C(NCC(=O)N1CCN(Cc2ccccc2)CC1)c1ccc(Br)cc1 is listed with S3 lipid droplet = ?; S3 lipid droplet cell count max = /
Cc1nn(C)cc1/C=N/NC(=O)Cn1nnc(N)n1 is listed with S3 lipid droplet = -14.2%; S3 lipid droplet cell count max = 4.4
